GSIS activator: primary screen for activators of insulin secretion dependent on glucose, INS-1E cells, GLuc reporter luminescence; INS-1E GLuc reporter insulin secretion, 2-3 h; activation, % at 16.6 µM; 370,000 tested, 0.61% active; AID 743287;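 active means lowest replicate activation of at least 40%, so every replicate reaches that level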;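 further: 0% = median of neutral control wells and 100% = median of IBMX positive control wells; some compounds called inactive have numbers as strong as hits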
C2C12 statin: protects C2C12 myotubes from simvastatin toxicity; AID 602340; 330,000 tested, 0.78% active; ATP luminescence, 48 h; scaled: DMSO 0, geranylgeraniol control 100; rescue of ATP level, % at 7.49 µM;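 active means mean ATP rescue above about 67%, or every replicate alone reaching that limit, limit read from the data, passing the limit was not always enough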;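 further: myotubes were challenged with 10 µM simvastatin during compound exposure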
Cneo AK release: Cryptococcus neoformans lysis via adenylate kinase release; AID 651654; C. neoformans lysis, adenylate kinase release luminescence, 4 h; normalised: neutral wells 0, clomiphene wells 100; lysis activity, % at 15 µM; 360,000 tested, 0.2% active;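 active means mean lysis activity across replicates of at least 80%, whatever share of replicates individually reach that level; inactive means mean lysis activity below 80%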
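Test system: log-phase Cryptococcus neoformans yeast cells. Input: 5 × 10^6 yeast cells/mL. Medium: fresh YPD growth medium. Doses: single dose. Incubation: static 4 h at 37 °C with compound, 1 h detection. Measured by: luminescent adenylate kinase detection reagent. Read-out: signal increase indicating cell lysis. Benchmarks: Clomiphene.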
PGC1a acetyl inh: modulators of PGC1a acetylation | U2OS PGC1a acetylation, AlphaScreen anti-acetyl-lysine; with virally co-expressed GCN5 acetyltransferase | inhibition, % at 15.6 µM | 350,000 tested, 0.17% active;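 active means every replicate shows inhibition of at least 40%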;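 further: 0% = neutral control wells and 100% = positive control wells; some results beyond the cut were filed as inactive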
miR122 inh: miR-122 inhibition in Huh7 cells; Huh7 miR-122 Renilla luciferase sensor, 48 h; neutral wells = 0, positive control = 100; activation (reporter increase), % at 12.5 µM; 340,000 tested, 0.3% active; AID 602342;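 active means mean replicate activation score at least 90 and every replicate individually at or above 90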;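 further: higher luciferase means less miR-122 activity so hits act as miR-122 inhibitors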
F508del corr: CFTR F508del correction in bronchial cells | CFBE cells, YFP halide quenching; stimulated with forskolin plus potentiator P3; % fluorescence drop versus neutral controls | activity (quench increase), % at 7.58 µM | 350,000 tested, 0.36% active | AID 720511;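 active means mean added fluorescence quench of at least 8% versus neutral control, with both replicates also reaching 8%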;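 further: cells transiently co-express mutant CFTR-F508del with the halide-sensitive YFP; corrector assay measuring rescue of mutant channel to the surface after 24 h compound exposure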
FN deposition inh: fibronectin deposition inhibition; AH1F fibroblasts, Alexa488-fibronectin deposition fluorescence, overnight; inhibition, % at 12.6 µM; 350,000 tested, 0.086% active; AID 743247;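 active means mean inhibition across replicates of 30% or more, regardless of how many single replicates reach that level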;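 further: positive control wells lacked labelled fibronectin entirely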
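Material: AH1F fibroblasts assembling fluorescent fibronectin matrix; amount: 10000 AH1F cells/well; medium: DMEM, 2% serum; reagent: Alexa488-fibronectin, 24 nM final in well; dosing: single compound dose, delivered by pin transfer; incubation: 1 h adhesion, overnight exposure; detection: fluorescence after three HBSS washes, excitation 485 nm, emission 525 nm; measure: fibronectin deposition inhibition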
PglD DTNB: PglD (C. jejuni) enzyme inhibition | purified PglD enzyme, DTNB colorimetric CoA detection | inhibition, % at 12.5 µM | 360,000 tested, 0.098% active; in the data active means inhibition above about 16%, passing the limit was not always enough; further: strong numbers were not always called active
An asterisk follows results filed as active; . = no result given; [ ] = remark or other dose.

| Molecule | GSIS activator | C2C12 statin | Cneo AK release | PGC1a acetyl inh | miR122 inh | F508del corr | FN deposition inh | PglD DTNB |
| --- | --- | --- | --- | --- | --- | --- | --- | --- |
| COc1ccc(S(=O)(=O)Nc2ccc3c(c2)CC(=O)N([C@@H](C)CO)C[C@H](C)[C@H](CN(C)Cc2ccc(Oc4ccccc4)cc2)O3)cc1 | 3 | 22 | -2 | -9 | 4[16.7 µM] | 3.0 | . | 6 |
| O=C(CN(C(=O)Cn1nnc(-c2ccc(F)cc2)n1)c1cnc2ccccc2c1)NCC1CCCO1 (stereo unspecified) | -8 | . | . | 2 | . | -0.5 | -14 | . |
| CCc1nc2ccc(C(=O)N(C)C(C)C)cn2c1N(CC)Cc1cccc(Br)c1 | -11 | -5 | 2 | . | 3 | 0.6 | 1 | -2 |
| C[C@@H]1CN([C@@H](C)CO)C(=O)c2cc(C#CC3CCCC3)cnc2O[C@H]1CN(C)C(=O)Cc1ccccn1 | -15 | 11 | 1 | 0 | 9[16.7 µM] | 0.0 | . | -4 |
| COc1ccc(NC(=O)N(C)C[C@@H]2Oc3ncc(-c4ccc(OC)cc4)cc3C(=O)N([C@H](C)CO)C[C@@H]2C)cc1 | -33 | 24 | -1 | 3 | -7[16.7 µM] | -6.9 | 2 | -3 |
| CCN(CC)c1ccc(CNCc2cccs2)cc1 | -5 | -12 | . | 9 | -4 | -1.2 | -6 | . |
| CCCCCCN1CCN(C2CN(Cc3ccc(F)cc3)S(=O)(=O)C2)CC1 (stereo unspecified) | -22 | 2 | 1 | -8 | -3 | 1.7 | -1 | -1 |
| CCOC(=O)c1cccc(NC(=O)CC2Oc3ccccc3NC2=O)c1 (stereo unspecified) | 19 | 7 | 5 | . | 5 | 0.4 | -22 | -1 |
| O=C1C2C3C=CC(C3)C2C(=O)N1Cc1ccc(CN2C(=O)C3C4C=CC(C4)C3C2=O)cc1 (stereo unspecified) | . | -3 | 1 | 5 | . | . | . | 0 |
| Cc1ccc(S(=O)(=O)N2CCC(C(=O)N[C@@H](Cc3ccccc3)C(=O)O)CC2)cc1 | . | 4 | 0 | . | -4 | . | 5 | -4 |
| CCOc1cc(NC(=S)Nc2cccc(OC)c2)c(OCC)cc1NC(=O)C(C)C | . | -7 | 4 | 4 | 16 | . | 0 | 0 |
| COc1ccc(C2CC(=O)C3=C(C2)Nc2ccccc2N(C(=O)CCC(=O)O)C3c2ccc(F)cc2)cc1OC (stereo unspecified) | 4 | . | 0 | -4 | -12 | -1.1 | -6 | 2 |
| Cc1ccccc1N(CC(=O)NCC1CCCO1)C(=O)CCC(=O)Nc1nccs1 (stereo unspecified) | -14 | 3 | 0 | 13 | -1 | 1.3 | -1 | 3 |
| Cc1nn(CC(=O)NCCN2CCOCC2)c(=O)c2cc3sccc3n12 | -1 | 8 | -2 | 2 | -9 | -2.3 | 8 | 1 |
| CC(C(=O)OCC(=O)c1ccc(Br)cc1)N1C(=O)C2C3CCC(C3)C2C1=O (stereo unspecified) | 10 | -5 | 5 | 7 | 2 | 0.4 | 0 | 5 |
| COc1ccc(N2CC(NS(=O)(=O)c3cccnc3)CC2=O)cc1 (stereo unspecified) | 4 | 9 | . | 1 | -7 | 4.9 | 1 | . |
| CC(Sc1ccccc1)C(=O)NN=C1CCN(C)CC1 (stereo unspecified) | -18 | . | . | -8 | -1 | 3.9 | 0 | . |
| CC(C)c1ccc(NC(=O)CN2C(=O)COc3ccc(S(=O)(=O)N4CCOCC4)cc32)cc1 | -6 | 13 | 1 | -3 | 1 | -0.2 | 2 | 9 |
| COc1ccc(CCN(C)CCc2ccc(OC)c(OC)c2)cc1OC | . | 13 | 0 | . | 2 | 2.0 | 14 | 0 |
| Cc1cc2c(=O)oc(-c3ccc(Br)cc3)nc2s1 | 0 | . | . | -3 | . | -2.2 | 5 | . |
| COc1ccc(Cl)cc1N(C(C)=O)c1nc(C)cc(C)c1C#N | -6 | 19 | -8 | . | 4 | 3.4 | -1 | -1 |
| COc1ccc2nc3sc(C(=O)NCCN4CCc5ccccc5C4)cc3cc2c1 | . | -20 | -1 | -31 | -1 | . | 1 | -1 |
| Cc1ccc(F)c(S(=O)(=O)NC(=O)C2(C)CCN2C(=O)Cc2ccc(C(C)(C)C)cc2)c1 (stereo unspecified) | -5 | -10 | 2 | 1 | -3 | -0.4 | -8 | 1 |
| Cn1cnc(S(=O)(=O)N2CCCCN3[C@@H](CO)[C@H](c4ccc(-c5ccccc5)cc4)[C@@H]3C2)c1 | -1 | . | -2 | 0 | 1[16.7 µM] | 0.4 | . | 0 |
| C[C@@H]1CN([C@H](C)CO)S(=O)(=O)c2ccc(C#CC(C)(C)O)cc2O[C@@H]1CN(C)C(=O)CC1CC1 | 7 | -7 | -1 | 7 | 7[16.7 µM] | -0.2 | -11 | 1 |
| COC(=O)Cc1c(C)nc2nc(NCc3c(F)cccc3Cl)[nH]n2c1=O | . | -4 | -1 | 11 | -3 | . | . | 6 |
| CC(C)c1ccc2nc3sc(C(=O)N4CCc5ccccc5C4)c(N)c3cc2c1 | -22 | 1 | -1 | 8 | -1 | . | -1 | -3 |
| COc1ccc(NC(=O)COC(=O)CCC2CCCCC2)cc1 | -3 | 3 | 1 | 3 | 2 | 0.3 | -1 | -4 |
| Cc1ccccc1CC(=O)N1CCN(C(=O)c2ccco2)CC1 | 2 | . | 0 | -11 | 2 | 1.6 | -1 | -4 |
| CCOc1ccc(CCNC(=O)c2cccc(NC3=NC4CS(=O)(=O)CC4S3)c2)cc1 (stereo unspecified) | -9 | -3 | -8 | -12 | 1 | -2.1 | 3 | -1 |
| COc1ccc(NC(=O)C2CCCCC2)cc1S(=O)(=O)N1CCOCC1 | . | -10 | 2 | 5 | -4 | -1.6 | -5 | 5 |
| COc1ccc(C(C)(NC(C)=O)c2nc(-c3cccc(C(=O)O)c3)cs2)cc1 (stereo unspecified) | . | -2 | 0 | -3 | 2 | -0.7 | . | 6 |
| O=C(CCc1nnc2n(Cc3ccc(Cl)cc3)c(=O)c3ccccc3n12)NCCCN1CCOCC1 | . | -3 | 15 | . | . | -1.4 | 5 | 0 |
| COc1ccc([Si](C)(C)[C@@H]2[C@@H](CCO)O[C@]3(C(=O)N(C)c4ccccc43)[C@H]2C)cc1 | . | . | 1 | -28 | . | -3.5 | . | -2 |
| CN(C)CC(=O)N1[C@H](CO)[C@@H](c2ccc(-c3ccccc3F)cc2)[C@@H]1C#N | 3 | -17 | -2 | 2 | . | -2.6 | 5 | 0 |
| CC1(C)Cc2c(C#N)c(OCC(=O)c3ccc(Cl)cc3)nc(-c3ccco3)c2CO1 | . | -38 | 2 | -1 | -3 | . | . | 2 |
| Cc1cc(C(F)(F)F)nn1CC(=O)NCc1ccco1 | 6 | 3 | 0 | 12 | -2 | -2.1 | -4 | -8 |
| O=Cc1ccc(Oc2cccc(C(F)(F)F)c2)nc1 | 17 | 4 | . | 2 | -5 | 0.8 | 10 | . |
| CCN(CC)CC(=O)c1c[nH]c2ccc(C)cc12 | . | 3 | 3 | 16 | 0 | . | . | -6 |
| O=C(C1CC1)N1CCCC(c2ccc(Cl)cc2)=N1 | -18 | -18 | 3 | . | 0 | 1.4 | 14 | 0 |
| N#Cc1cc(-c2ccccc2)nn1-c1ccccc1 | . | . | 3 | 15 | 2 | . | -11 | 1 |
| CC(C)NC(=O)N(C)C[C@H]1Oc2ccc(NC(=O)CCCCCC(=O)Nc3ccccc3N)cc2CC(=O)N([C@H](C)CO)C[C@H]1C | 1 | -26 | -15 | 12 | -2[16.7 µM] | 0.6 | . | 1 |
| O=C(NC1CCCCC1)C1CCN(C(=O)c2ccccc2Cl)CC1 | 2 | -9 | -13 | 8 | 1 | -3.3 | 6 | -4 |
| COc1ccc(-n2c(=O)[nH]cc(C(=O)Nc3ccc4c(c3)OCO4)c2=O)cc1OC | 4 | 3 | 0 | 3 | -7 | 1.9 | 0 | -1 |
| Cn1c(CC(=O)Nc2ccccc2Cl)nnc1SCC(=O)NC1CCCCC1 | 1 | 4 | 0 | -2 | -1 | 3.8 | -5 | -16 |
| CCN(CC(=O)Nc1cc(C)nn1-c1nc(C)cc(C)n1)Cc1ccccc1 | 17 | -9 | 14 | 6 | -9 | . | . | 0 |
| C[C@@H]1CN([C@H](C)CO)C(=O)Cc2cc(NS(=O)(=O)c3ccc(Cl)cc3)ccc2O[C@@H]1CN(C)C(=O)Nc1cccc2ccccc12 | 22 | 24 | -3 | -3 | -6[16.7 µM] | -0.5 | . | -2 |
| CCc1c(C)nc2[nH]nc(-c3ccccc3)n2c1=O | . | . | -1 | 19 | 6 | . | . | -5 |
| O=C(Cn1cccc1)N1CCN(c2ccc(F)cc2)CC1 | 1 | 8 | 0 | -8 | -18 | -1.2 | 4 | -3 |
| COc1ccc(C(=O)Nc2cccc(C(=O)N3CCCC3)c2)cc1 | . | 0 | 3 | 4 | -5 | . | 6 | 2 |

The listing continues.
| Molecule | GSIS activator | C2C12 statin | Cneo AK release | PGC1a acetyl inh | miR122 inh | F508del corr | FN deposition inh | PglD DTNB |
| --- | --- | --- | --- | --- | --- | --- | --- | --- |
| Cc1c(NC(=O)COc2ncnc3ccccc23)c(=O)n(-c2ccccc2)n1C | 2 | -4 | 3 | -1 | -5 | . | . | 4 |
| COc1ccc(NS(=O)(=O)c2cccc(C(=O)N3CCCC3)c2)cc1 | -4 | 6 | . | . | . | 1.5 | -6 | . |
| CC1(CC(=O)Nc2ccccc2)NC(=S)N(c2ccccc2)N1 (stereo unspecified) | 16 | . | -3 | . | . | -1.6 | -1 | 6 |
| C[C@@H]1CN([C@@H](C)CO)C(=O)c2cccc(NS(=O)(=O)c3ccc(F)cc3)c2O[C@@H]1CN(C)C(=O)NC1CCCCC1 | -17 | 24 | 0 | 16 | -5[16.7 µM] | 2.5 | -12 | 0 |
| CC(=O)NO | . | 0 | 2 | -3 | 1 | . | . | -2 |

In the list so far, 8 contain a Cl atom:
| Molecule | GSIS activator | C2C12 statin | Cneo AK release | PGC1a acetyl inh | miR122 inh | F508del corr | FN deposition inh | PglD DTNB |
| --- | --- | --- | --- | --- | --- | --- | --- | --- |
| COc1ccc(Cl)cc1N(C(C)=O)c1nc(C)cc(C)c1C#N | -6 | 19 | -8 | . | 4 | 3.4 | -1 | -1 |
| COC(=O)Cc1c(C)nc2nc(NCc3c(F)cccc3Cl)[nH]n2c1=O | . | -4 | -1 | 11 | -3 | . | . | 6 |
| O=C(CCc1nnc2n(Cc3ccc(Cl)cc3)c(=O)c3ccccc3n12)NCCCN1CCOCC1 | . | -3 | 15 | . | . | -1.4 | 5 | 0 |
| CC1(C)Cc2c(C#N)c(OCC(=O)c3ccc(Cl)cc3)nc(-c3ccco3)c2CO1 | . | -38 | 2 | -1 | -3 | . | . | 2 |
| O=C(C1CC1)N1CCCC(c2ccc(Cl)cc2)=N1 | -18 | -18 | 3 | . | 0 | 1.4 | 14 | 0 |
| O=C(NC1CCCCC1)C1CCN(C(=O)c2ccccc2Cl)CC1 | 2 | -9 | -13 | 8 | 1 | -3.3 | 6 | -4 |
| Cn1c(CC(=O)Nc2ccccc2Cl)nnc1SCC(=O)NC1CCCCC1 | 1 | 4 | 0 | -2 | -1 | 3.8 | -5 | -16 |
| C[C@@H]1CN([C@H](C)CO)C(=O)Cc2cc(NS(=O)(=O)c3ccc(Cl)cc3)ccc2O[C@@H]1CN(C)C(=O)Nc1cccc2ccccc12 | 22 | 24 | -3 | -3 | -6[16.7 µM] | -0.5 | . | -2 |

Screens: PubChem BioAssay, Broad Institute
